Assay outcomes as filed in PubChem.
OPRM1-OPRD1 inv – inverse agonists of human mu-delta opioid receptor heterodimerization; cell-based MOR-DOR heterodimer luminescence, inverse agonism; inhibition, % at 9.3 µM; hit rate 0.21% among 340,000; AID 504357; in the data active = inhibition above about 22%, passing the limit was not always enough;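 also: 0% = cells with DMSO and 100% = wells without cells with DMSO; values of inactives mirror those of a sister screen read the other way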
HTR5A ag ctr – HTR5A agonism, opioid heterodimer counter-screen; hit rate 0.61% among 340,000; P47898; activation, % at 9.3 µM; HTR5A agonist assay, luminescence, cell-based; AID 504692; in the data active = activation mostly above about 9.5%, no sharp cut-off; inactive = mostly below about 7.6%;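 also: 0% = cells with vehicle only and 100% = reference agonist; strong numbers were not always called active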
Target sequence (P47898 whole entry, looked up): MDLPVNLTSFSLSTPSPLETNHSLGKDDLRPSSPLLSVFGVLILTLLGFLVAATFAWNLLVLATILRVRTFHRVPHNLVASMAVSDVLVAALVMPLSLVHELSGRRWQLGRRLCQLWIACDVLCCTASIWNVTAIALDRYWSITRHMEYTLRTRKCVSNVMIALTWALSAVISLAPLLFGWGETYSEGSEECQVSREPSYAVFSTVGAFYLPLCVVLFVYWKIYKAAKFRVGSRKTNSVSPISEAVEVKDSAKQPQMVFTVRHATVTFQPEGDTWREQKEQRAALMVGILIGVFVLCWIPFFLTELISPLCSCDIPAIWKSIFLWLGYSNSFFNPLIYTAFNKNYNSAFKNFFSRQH
LANA DNA inh – KSHV C-LANA DNA binding inhibition; inhibition, % at 9 µM; AID 504423; hit rate 0.078% among 340,000; MBP-C-LANA/FAM-LBS DNA binding, fluorescence polarization;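 active = highest replicate inhibition at or above 60% at 9 µM, even if other replicates fall short; inactive = all replicates below 60% inhibition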;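 also: 0% = neutral control wells and 100% = 4 µM acridine orange control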
HTR5A inv ctr – HTR5A inverse agonism, opioid heterodimer counter-screen. P47898. HTR5A cell line, luminescence. inhibition, % at 9.3 µM. hit rate 0.083% among 340,000; in the data active = inhibition mostly above about 23%, no sharp cut-off; inactive = mostly below about 18%;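 also: 0% = cells with DMSO and 100% = no-cell wells with DMSO; some compounds called inactive have numbers as strong as hits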
RTF Ca sens act – cardiac RTF calcium sensitization. P19429+P45379. IANBD-labeled TnC RTF fluorescence at EC20 calcium; 0% EC20 calcium, 100% full calcium. activation, % at 7.2 µM. hit rate 0.24% among 340,000;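 active = activation above the mean over all tested compounds plus 3 SD, cut at about 30% in these data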;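 also: rise in fluorescence read as greater calcium sensitivity of cardiac thin filaments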
RTF Ca sens inh – cardiac RTF calcium desensitization; AID 493244; inhibition, % at 7.15 µM; IANBD-labeled cardiac RTF, Ca2+ fluorescence; hit rate 0.12% among 340,000; P19429+P45379;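 active = inhibition above the mean inhibition of all tested compounds plus 3 SD, cut at about 17% in these data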;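 also: assay run at fixed EC70 calcium of 1.6 mM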
Keap1-Nrf2 PPI – Keap1-Nrf2 (human) interaction inhibition. Q14145. Keap1 Kelch-Nrf2 peptide fluorescence polarization, 1536-well. inhibition, % at 9.4 µM. hit rate 0.15% among 340,000. AID 504523; in the data active = inhibition above about 12%;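 also: human Keap1 Kelch domain with fluorescein labeled Nrf2 9mer peptide probe; 0% = neutral control wells and 100% = peptide positive control; higher means more block of Keap1 binding to Nrf2 peptide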
Target sequence (Q14145 whole entry, looked up, the tested form may be a part): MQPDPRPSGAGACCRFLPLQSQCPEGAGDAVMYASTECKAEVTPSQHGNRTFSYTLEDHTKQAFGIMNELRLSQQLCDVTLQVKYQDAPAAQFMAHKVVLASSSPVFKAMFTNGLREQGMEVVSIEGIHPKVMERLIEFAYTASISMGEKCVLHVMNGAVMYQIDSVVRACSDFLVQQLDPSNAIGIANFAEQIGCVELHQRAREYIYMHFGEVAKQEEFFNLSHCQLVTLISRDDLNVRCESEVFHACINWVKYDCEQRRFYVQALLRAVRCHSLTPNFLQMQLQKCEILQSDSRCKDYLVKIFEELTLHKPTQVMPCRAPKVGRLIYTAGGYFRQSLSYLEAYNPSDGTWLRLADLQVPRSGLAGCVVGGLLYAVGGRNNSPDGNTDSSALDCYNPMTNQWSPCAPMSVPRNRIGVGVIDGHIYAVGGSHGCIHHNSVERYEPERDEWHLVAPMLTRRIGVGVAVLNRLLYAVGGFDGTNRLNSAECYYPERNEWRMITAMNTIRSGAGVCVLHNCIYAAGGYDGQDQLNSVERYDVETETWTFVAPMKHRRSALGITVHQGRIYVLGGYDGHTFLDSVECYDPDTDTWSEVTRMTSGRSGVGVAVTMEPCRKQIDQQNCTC
CAL-PDZ inh HTS – blocks peptide binding to the human CAL PDZ domain | Q9HD26 | inhibition, % at 24.9 µM | hit rate 0.92% among 300,000 | purified CAL PDZ, TMR-peptide fluorescence polarization, 1 h;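 active = mean inhibition of at least 30% with at least half of replicates also reaching 30%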;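 also: 0% = DMSO neutral control and 100% = excess unlabeled competitor peptide PRC23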
OPRM1-OPRD1 ag – agonists of human mu-delta opioid receptor heterodimerization. activation, % at 9.3 µM. cells, OPRM1-OPRD1 heterodimerization, luminescence. P35372+P41143. hit rate 0.3% among 340,000; in the data active = activation above about 18%;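 also: 0% = vehicle-treated cells and 100% = reference agonist; values of inactives mirror those of a sister screen read the other way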
V-ATPase pHluor – regulators of yeast V-ATPase proton transport. response, % at 10 µM. hit rate 0.37% among 350,000. AID 504577. S. cerevisiae, pHLuorin cytosolic pH fluorescence; in the data active = response mostly above about 7.3%, no sharp cut-off; inactive = mostly below about 5.4%; also: actives read high; inactives centre near 0; some compounds called inactive have numbers as strong as hits; reference of the scale not given here
Numbers without * were called inactive; . = not tested or not shown; & = joins results of further samples.

SMILES,OPRM1-OPRD1 inv,HTR5A ag ctr,LANA DNA inh,HTR5A inv ctr,RTF Ca sens act,RTF Ca sens inh,Keap1-Nrf2 PPI,CAL-PDZ inh HTS,OPRM1-OPRD1 ag,V-ATPase pHluor
O=C(NCCC1=CCCCC1)c1cnccn1,13,-1,0.1,-19,-3,-7,-3,-4,-2.5,-4
CC(C)CN(CCCNC(=O)CN1C(=O)COc2ccc(S(=O)(=O)N3CCCC3)cc21)CC(C)C,11,2,-1.7,-3,0,-2,-1,.,-2.2,-2
COc1ccc(NC(=O)C2CCCCN2N)cc1OC (stereo unspecified),10,0,0.6,9,0,4,0,-16,-1.8,-8
Cc1nc2cc(-n3ccc(=O)cc3)ccc2n1-c1ccccc1,8,-1,-1.4,9,-6,-2,-5,-2,-1.3,1
COc1ccccc1N1CC(C(=O)NCC2COc3ccccc3O2)CC1=O (stereo unspecified),-1,5,-0.6,-14,4,-2,-2,0,0.2,4
O=C(N/N=C/c1cccs1)c1ccc2nc[nH]c2c1,17,5,-1.8,19,1,-1,2,.,-3.2,0
COc1cccc(-c2nn(-c3ccccc3)cc2CN(C)C(C)c2ccncn2)c1 (stereo unspecified),-161,7,0.4,-17,-4,-25,-3,-2,25*,-2
O=C(O)c1c2c(nc3ccccc13)/C(=C/c1cccc([N+](=O)[O-])c1)CCC2,-6,1,0.1,-4,0,3,-5,0,0.9,-5
CCCCCc1nc2c(=O)[nH]c3ccccc3c2o1,8,2,1.4,-7,-5,4,-4,2,-1.3,-4
COC(=O)c1ccccc1NC(=O)CSc1nnc(C(CO)NC(=O)c2ccccc2Cl)n1C (stereo unspecified),10,-4,-0.6,-19,-2,0,-2,1,-1.9,-3
CC(C)COC(=O)C1[C@H]2C(=O)N(Cc3cccs3)C[C@]23C=C[C@H]1O3 (stereo partly specified),19,3,-0.3,-10,-1,1,-8,-3,-3.3,-3
Cc1noc(NS(=O)(=O)c2ccc(NC(=O)c3ccc(Cl)c(S(=O)(=O)N(C)c4ccccc4)c3)cc2)c1C,18,6,0.1,7,-9,1,-4,-6,-2.9,-2
COCCC(=O)Nc1ccc2c(c1)CN(C(=O)CCSC)CC2,19,5,-0.7,-1,4,-6,-4,-1,-4.0,2
O=C(OC(C(=O)NCC1CCCO1)c1ccc(F)cc1)c1cccs1 (stereo unspecified),-7,1,0.2,-1,11,-6,-1,-1,1.2,-4
Cc1ccccc1NC(=O)N1c2ccccc2CC1C (stereo unspecified),21,-2,1.5,6,-3,6,-5,2,-4.1,-7
Cc1ccnc(NC(=O)C(C)N2C(=O)c3ccccc3C2=O)c1 (stereo unspecified),2,6,0.5,11,5,3,-6,-1,-0.3,9
CC(C)CCNC(=O)CCNS(=O)(=O)c1ccc(Cl)cc1,4,0,0.5,-7,6,-5,1,-3,-0.8,-3
O=C(C1CCCC1)N1CCCC(Nc2ccc(F)cc2)C1 (stereo unspecified),15,-3,-0.9,-7,-1,0,0,-4,-3.0,-2
C[C@@H](C(=O)O)[C@H]1C[C@]1(C)[C@H](NC(=O)OCc1ccccc1)c1ccccc1,5,3,2.0,7,-7,-24,0,1,-0.9,-3
CCOCC(=O)Nc1nc(-c2ccccc2)c(CC)s1,13,3,1.0,-8,0,-4,-4,-7,-3.0,-3
O=c1cc(Cl)[nH]n(-c2ccccc2)c1=O,5,2,-0.3,-7,7,-2,-8,-5,-0.9,0
COc1ccc(S(=O)(=O)N(C)c2ccc(C(=O)Nc3cccnc3)cc2)cc1OC,10,2,-1.4,-8,-8,-4,0,-4,-1.8,-1
CC(=O)CSc1ncnc2sc3c(c12)CCCC3,3,-1,-0.4,3,1,-7,2,0,-0.5,1
O=C(c1ccc(N2C(=O)C3C4c5ccccc5C(c5ccccc54)C3C2=O)cc1)N1CCOCC1 (stereo unspecified),10,-3,1.5,9,5,-6,1,-2,-2.1,-1
C=CC[C@@H](CC(=O)N[C@@H](CO)Cc1ccccc1)C(=O)N[C@H](COC(=O)[C@@H](CC=C)Cc1ccc(F)cc1)C(C)(C)C,6,0,1.2,5,-6,-19,0,-4,-1.0,-4
COc1ccc2c(c1)[C@H]1[C@H](CO2)[C@H](c2ccccc2)[C@]2(C)C(=O)Nc3cc(C)ccc3C(=O)N12,9,1,1.1,-1,2,-5,-1,-1,-1.9,-4
O=C1CCCN2N=C(SCC(=O)N3N=C(c4ccc(Br)cc4)CC3c3ccc(F)cc3)SC2=N1 (stereo unspecified),-3,0,0.3,-5,4,0,-9,.,0.6,4
Cc1cc(C)nc(NC(=O)Cc2ccc(Br)cc2)n1,0,1,-1.4,-3,3,-4,-5,-4,0.0,2
CCCCNC(=O)C1(NC(=O)Nc2ccccc2)CCCCC1,5,2,-0.4,17,-3,-7,-3,.,-0.9,8
CCc1nc(SCC(=O)N2c3ccccc3CC2C)c2c(C)c(C)sc2n1 (stereo unspecified),-8,-7,-0.1,17,4,-4,-2,-3,1.3,0
CC(=O)Nc1c(-c2ccccc2Cl)c(=O)c2ccccc2n1C,11,-4,0.1,14,1,0,-6,-2,-2.3,-1
Cc1ccc(-c2noc(CSc3ccccc3)n2)cc1,-8,-1,-0.1,8,6,-33,4,2,1.4,-1
CC(C)NC(=O)c1cc(-c2ccco2)nn1-c1ccc(Cl)cc1,5,1,1.3,-13,1,-1,-7,.,-1.0,5
Cc1ccc(C)c(OCCC(=O)OCC(=O)Nc2cccc(S(=O)(=O)N3CCCC3)c2)c1,-13,3,0.1,-7,0,-6,-5,-1,2.4,3
O=C(NNC(=O)c1ccncc1)c1ccncc1,11,7,-1.0,-3,1,-1,-5,.,-2.5,1
O=C(NC1=NCCS1)C12CC3CC(C1)CC(C(=O)NC1=NCCS1)(C3)C2,8,0,0.4,7,-3,3,-2,-3,-1.5,-6
Cc1ccc2c(c1)cc(CN(Cc1ccc3c(c1)OCO3)C(=O)c1ccccc1)c1nnnn12,6,3,0.2,6,-2,-40,-8,0,-0.9,2
CCN(CC(=O)NCc1ccc(Cl)cc1)C(=O)CN1C(=O)NC(CC)(c2ccccc2)C1=O (stereo unspecified),16,-7,0.0,-7,0,-4,4,-6,-2.3,-2
Cc1ccc(C(=O)NCCc2nnc3ccc(NCCCN4CCOCC4)nn23)cc1,16,-6,1.2,15,-4,-3,2,.,-4.0,2
CC[C@@]1(C(=O)OC)N[C@H](CN(C)C(=O)Nc2ccc(OC)cc2)[C@@H]2C(=O)N(Cc3ccccc3)C(=O)[C@@H]21,6,2,-2.4,-7,-3,-1,1,-2,-1.2,-1
O=C(O)c1cc(=O)[nH]c2c(Cl)cccc12,13,0,-0.3,-20,1,2,0,.,-2.6,3
O=S(=O)(c1ccccc1)N1CCN(C(=S)NCc2ccccc2)CC1,6,0,1.3,0,2,1,-4,2,-1.3,-7
Nc1ccc2nc(-c3ccccc3)c(-c3ccccc3)nc2c1,-36,1,4.0,-4,15,-35,-1,-3,7.3,0
Cc1cc(N(C)Cc2ccccc2)nc(-c2ccccc2)n1,-27,-2,4.3,7,-4,2,-2,-2,4.3,0
COc1ccccc1-c1noc(CCC(=O)Nc2cccc(C)c2)n1,8,0,0.6,1,0,-1,0,-2,-1.3,-2
CCN(C(=O)CSc1nccn1C)c1cccc2ccccc12,4,0,4.2,-4,-1,-3,-5,-1,-1.1,-1
CC(=O)OCCN1C(=O)c2cccnc2C1=O,7,-4,1.1,-9,0,1,4,.,-1.6,-1
CCOC(=O)C(=CN=C(N)Nc1nc2ccccc2o1)C(=O)OCC,7,1,0.3,3,0,2,-3,-1,-1.6,-1
COCCn1cc(C(=O)NCc2cccs2)c2c3ccccc3n(C)c2c1=O,8,-5,-0.3,-1,1,-3,-1,-2,-1.4,1
O=S(=O)(/N=C(/Nc1cc(N2CCOCC2)ncn1)c1ccc(F)cc1)c1ccccc1,12&10,0&2,-1.3&2.1,-1&-5,2&0,3&-6,2&-3,-1&-2,-2.6&-1.8,0&-2
CC1CN(C(=O)CCn2c(=O)oc3ccccc32)CC(C)O1 (stereo unspecified),3,6,-1.4,-13,-1,-4,2,-4,-0.5,1
COc1ccc(C)cc1S(=O)(=O)Nc1cccc(SC)c1,6,-2,1.3,4,2,4,0,-2,-1.1,-1
CCn1cc(C(=O)NC(=S)Nc2ccccc2Br)cn1,-2,-4,-1.4,10,-4,-2,1,-3,0.6,2
CCCCc1nnc(NC(=O)CSCc2cc(=O)n3ccsc3n2)s1,5,0,-1.4,-8,1,2,-2,-6,-1.0,4
COc1ccc(OC)c(NC(=O)CNC(=O)Cn2cnc3ccccc3c2=O)c1,-1,-1,-1.4,3,-2,-10,2,-2,0.3,-1
CCOc1ccccc1OCCCC(=O)N1CCN(S(=O)(=O)c2ccc(C)cc2)CC1,-3,4,-0.9,-15,4,3,2,-1,0.5,-5
O=S(=O)(c1ccccc1)N1CCN(C(=S)Nc2ccccc2Cl)CC1,11,-1,0.6,-20,-4,-2,-5,.,-2.1,2
COc1ccc(NC(=O)CN2C(=O)COc3ccc(S(=O)(=O)N4CCOCC4)cc32)cc1Cl,6,8,0.1,-17,2,-10,1,3,-1.3,5
CCCc1cc(-c2ccc(O)c(OCC)c2)c(C#N)c(N)n1,-23,15,1.5,-41,0,-1,1,-6,3.8,-5
CSC1=NCCN1C(=O)C(C)(C)Oc1ccc(Cl)cc1,0,2,0.1,-5,-1,-1,-3,0,0.0,-2

Structures listed above printed as active in OPRM1-OPRD1 ag:
| SMILES | OPRM1-OPRD1 inv | LANA DNA inh | Keap1-Nrf2 PPI | CAL-PDZ inh HTS | OPRM1-OPRD1 ag | V-ATPase pHluor |
| --- | --- | --- | --- | --- | --- | --- |
| COc1cccc(-c2nn(-c3ccccc3)cc2CN(C)C(C)c2ccncn2)c1 (stereo unspecified) | -161 | 0.4 | -3 | -2 | 25* | -2 |

Further structures follow:
SMILES,OPRM1-OPRD1 inv,HTR5A ag ctr,LANA DNA inh,HTR5A inv ctr,RTF Ca sens act,RTF Ca sens inh,Keap1-Nrf2 PPI,CAL-PDZ inh HTS,OPRM1-OPRD1 ag,V-ATPase pHluor
Cc1nnc(SCC(=O)Nc2ccccc2F)n1Cc1ccco1,6,4,1.4,13,-1,4,1,-4,-1.2,-3
Cc1ccc(/C=C/C(=O)OCC(=O)N2CC(=O)Nc3ccccc32)o1,5,3,-0.3,-7,3,-1,-5,2,-1.0,2
CCN(c1ccccc1)S(=O)(=O)c1cccc(C(=O)NCC(c2ccc(F)cc2)N2CCOCC2)c1 (stereo unspecified),7,-1,-0.6,2,-9,2,-2,.,-1.3,7
O=C(CNc1ccccc1)N/N=C/c1ccc2c(c1)OCO2,1,-2,-0.7,4,-5,0,-4,-4,-0.1,-2
CCn1c(=O)n(CCc2ccccc2)c(=O)c2c3c(sc21)CCCC3,5,1,-0.3,0,2,-3,0,-2,-0.9,-2
CC(=O)NCc1ccc(C(=O)COC(=O)COc2ccc(Cl)c(C)c2)s1,10,4,-0.1,-3,-5,-6,-4,3,-2.5,-5

Hits appear at their usual frequency. About 2.8% of those tested had a hit in this group.
